Myeloid diff MLP = compounds promoting myeloid differentiation; ER-HoxA9 myeloid progenitors, lysozyme-GFP differentiation, flow cytometry; calls only at 10 µM; hit rate 1% among 360,000; AID 624256;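 active = normalized GFP-positive differentiation at or above the plate's own cutoff, the solvent-only control mean plus 3 SD; inconclusive = no clear call, values can overlap the other calls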;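 also: cells exposed to compound for four days before flow analysis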
NTR1 ag = NTR1-driven beta-arrestin-GFP spot formation – imaging, U2OS cells, high content, primary screen (AID 493036). P30989. agonist mode. activation, % at 20 µM. hit rate 0.17% among 330,000;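 active = activation at or above 40% of the spot to cytoplasm intensity ratio, with at least 20 cells analyzed; inconclusive = wells under 20 cells, flagged as cytotoxic or low count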;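 also: 0% = DMSO without peptide and 100% = 100 nM NTR1 peptide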
Target sequence (P30989 whole entry, looked up): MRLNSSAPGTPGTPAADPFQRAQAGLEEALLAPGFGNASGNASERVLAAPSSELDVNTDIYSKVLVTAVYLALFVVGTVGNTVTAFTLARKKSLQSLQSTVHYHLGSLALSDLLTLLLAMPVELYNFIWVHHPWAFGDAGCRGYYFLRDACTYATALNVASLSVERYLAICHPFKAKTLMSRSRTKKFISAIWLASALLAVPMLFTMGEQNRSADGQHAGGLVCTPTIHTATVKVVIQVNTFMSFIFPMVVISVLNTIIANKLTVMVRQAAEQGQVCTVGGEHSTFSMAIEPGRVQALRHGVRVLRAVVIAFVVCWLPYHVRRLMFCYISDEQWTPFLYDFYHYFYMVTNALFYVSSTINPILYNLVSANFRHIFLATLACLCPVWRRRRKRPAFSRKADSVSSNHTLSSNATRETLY
HIV peptide binding = inhibitors of HIV fusion peptide binding, primary screen, biochemical, uHTS, fluorescence dequenching (AID 1986) | inhibition, % at 20 µM, or IC50 in µM where a hit was titrated | cell-free peptide binding, fluorescence dequenching, 30 min; higher % means a stronger effect | hit rate 0.3% among 290,000; in the data active = inhibition mostly above about 52%, no sharp cut-off; inactive = mostly below about 76%; also: some results filed as inactive read as strong as hits
Rac1 GTP hydrolysis = MgcRacGAP GTPase-activating activity inhibitors, confirmation, biochemical, ADP Hunter fluorescence; MgcRacGAP-stimulated Rac1 GTP hydrolysis, ADP Hunter fluorescence; higher % means a stronger effect; GST-tagged Rac1 F28L mutant substrate; inhibition, % at 30 µM; hits with a dose series show IC50 in µM; hit rate 0.6% among 340,000; AID 624330;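 active = first-screen hits whose inhibition reached a set limit at any dose in the follow-up dose series; inconclusive = inhibition above the set first-screen limit but never retested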;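 also: fluorescence reports GDP produced by GAP-driven GTP hydrolysis; strong numbers were not always called active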
Siah-1 displacement = blockers of Siah-1 interaction with plectin peptide – biochemical, fluorescence polarization, rhodamine-plectin, uHTS, primary screen (AID 1817) | Siah-1 / rhodamine-plectin peptide fluorescence polarization; higher % means a stronger effect | hit rate 0.02% among 290,000 | displacement, % at 20 µM; hits with a dose series show IC50 in µM;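 active = displacement of at least 50% at 20 µM, with a fluorescence ratio check between 0.3 and a set limit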;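 also: plate controls were Siah plus tracer with DMSO for no effect and tracer alone without Siah for full effect; strong numbers were not always called active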
Salmonella PhoP GFP = inhibitors of PhoP regulon expression, primary screen, Salmonella Typhimurium, GFP reporter (AID 1863). hit rate 0.16% among 300,000. S. Typhimurium PhoP-regulated promoter GFP reporter, 4 h; higher % means a stronger effect. one-dose inhibition, % at 50 µM; IC50 in µM for titrated hits;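 active = inhibition over 29.93%, a cutoff 3 SD above the screen mean, later confirmed by dose response; inconclusive = inhibition over 29.93% but no dose response follow-up; inactive = inhibition at most 29.93% or unconfirmed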;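 also: 0% = low Mg2+ inducing control and 100% = high Mg2+ repressing control; strong numbers were not always called active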
GPR35 arrestin U2OS = GPR35 antagonists blocking zaprinast-driven arrestin recruitment, primary screen, imaging, U2OS, beta-arrestin-GFP, zaprinast agonist (AID 2058) | one-dose inhibition, % at 10 µM; IC50 in µM for titrated hits | U2OS GPR35 beta-arrestin-GFP translocation imaging, zaprinast antagonism; higher % means a stronger effect | hit rate 0.052% among 290,000;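 active = inhibition of at least 50% with at least 30 cells and total cytoplasm GFP at most 10,000,000; inconclusive = under 30 cells or total GFP of 10,000,000 plus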
GPR55 LPI antagonism = inhibition of LPI-stimulated GPR55 beta-arrestin translocation – imaging, U2OS, beta-arrestin-GFP, LPI agonist, primary screen (AID 2013). U2OS GPR55 beta-arrestin-GFP translocation imaging, LPI antagonism; higher % means a stronger effect. inhibition, % at 10 µM, or IC50 in µM where a hit was titrated. hit rate 0.13% among 290,000;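 active = spots per cell inhibited over 60%, with over 100 cells counted and total cytoplasm intensity under 500,000; inconclusive = wells with under 100 cells, flagged as likely toxic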;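 also: U2OS cells stably carrying GPR55 and arrestin-GFP stimulated by 5 µM LPI near EC80; imaged beta-arrestin-GFP aggregate spots per cell after agonist stimulation; plate controls were LPI-stimulated DMSO wells for no effect and DMSO wells without LPI for full effect; some results filed as inactive read as strong as hits; confirmed hits need IC50 under 10 µM and bright autofluorescent wells are also inconclusive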
LYP phosphatase = PTPN22 lymphoid phosphatase activity blockers – biochemical, fluorescence intensity, uHTS (AID 1779); recombinant LYP phosphatase, fluorescence intensity; higher % means a stronger effect; inhibition, % at 11.5 µM; hits with a dose series show IC50 in µM; hit rate 0.054% among 290,000; in the data active = inhibition above about 50%;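 also: plate controls were vehicle with enzyme for no effect and no enzyme for full effect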
NTR1 ag cell count 20 µM = also measured in NTR1 ag; calls as there; cell count; measured here: cell count, cytotoxicity flag
Myeloid diff MLP GFP+ MAC1+ % = second read-out of Myeloid diff MLP, no call of its own (marks repeat the call); GFP+ MAC1+ double positive, %; measured here: differentiation confirmed by MAC1 staining
An asterisk follows results filed as active; i = inactive; ? = inconclusive; . = no result given; + = active, no number. Rows were taken by chance; 2.4% or so of the library scored in one or more.

SMILES	Myeloid diff MLP	Myeloid diff MLP GFP+ MAC1+ %	NTR1 ag	NTR1 ag cell count 20 µM	HIV peptide binding	Rac1 GTP hydrolysis	Siah-1 displacement	Salmonella PhoP GFP	GPR35 arrestin U2OS	GPR55 LPI antagonism	LYP phosphatase
Cc1c(C(=O)Nc2cccc(-c3nnc4n3CCCCC4)c2)oc2ccccc12	i	1.1	3.3	28	-4.5%	15%	1%	4%	14%	-5%	-3%
Cc1ccc(C(=O)C2CCN(C(=S)NCCCOC(C)C)CC2)cc1	i	0.4	0.8	54	2.5%	7%	1%	-6%	3%	3%	-6%
Cc1ccc2c3c1C(=O)C(=O)N3C(C)(C)CC2C (centres undefined)	i	0.5	1.2	39	-1.2%	7%	2%	5%	7%	79%	-1%
CC1=[N+]([O-])C(C)(C)C(C)N(O)C1=O (centres undefined)	i	1.2	0.4	35	-1.8%	13%	-2%	5%	-1%	6%	-13%
CN(C)c1ccc(CNc2ncc(Br)cc2Br)cc1	i	0.4	3.5	33	-3.4%	18%	-2%	-7%	9%	-1%	-7%
C=CCc1c(C)nc(C)nc1N/N=C/c1ccccc1	i	0.4	0.2	53	1.5%	6%	-4%	6%	1%	-4%	-2%
CCN(C(=O)CSc1ncccc1C(=O)OC(C)C)c1cccc(C)c1	i	7.3	1.6	44	0.8%	3%	-3%	0%	2%	6%	-4%
O=C(Nc1nc(-c2ccccn2)cs1)c1ccco1	i	0.0	-0.2	46	28%	17%	56%	0%	-3%	8%	1%
OC(CN1c2ccccc2Sc2ccccc21)Cn1nnc2ccccc21 (centres undefined)	i	1.6	11	88	-2.2%	15%	6%	-8%	-10%	-6%	8%
COc1cc2nc(NC(=O)c3ccc(Cl)cc3)[nH]c(=O)c2cc1OC	i	0.8	0.4	80	-1.3%	6%	0%	1%	-5%	5%	-2%
CCC(CC)C(=O)NCCc1cc2cc(C)c(C)cc2[nH]c1=O	i	3.0	-1.7	95	-1.2%	4%	9%	10%	8%	12%	-2%
COC(Cc1n[nH]c(=S)n1-c1ccc(Cl)cc1)OC	i	1.2	-0.2	94	0.3%	4%	2%	-2%	-4%	7%	-7%
CN(CC(=O)N1CCCc2c1c(=O)oc1ccc(O)cc21)Cc1ccccc1	i	1.1	-0.8	77	-1.8%	9%	-1%	2%	-4%	-16%	0%
CC1(C)NC(=O)N(CCOCCSc2ccccc2)C1=O	i	0.3	0.2	50	1.8%	8%	4%	0%	-3%	-2%	-9%
COc1ccc(C(CNC(=O)c2cccc(S(=O)(=O)Nc3ccc(C)cc3)c2)N2CCCCC2)cc1 (centres undefined)	i	1.2	2.7	58	.	1%	.	-4%	.	.	.
COc1ccc(-c2c(C(C)=O)c(C)nc3sc4c(=N)n(N)cnc4c23)cc1	i	0.5	0.3	57	-3.4%	7%	-2%	-28%	6%	2%	-2%
O=C(NC(=S)Nc1ccc(S(=O)(=O)Nc2nccs2)cc1)c1ccc(F)c(F)c1	i	0.2	0.2	54	6.8%	0%	2%	-15%	-12%	11%	-1%
Cc1nn(-c2ccc(F)cc2F)c2c1-c1nc(N3CCCC3)ncc1CC2	i	1.7	5.7	85	-0.3%	-5%	7%	-2%	-13%	32%	-1%
CCCC(=O)N(CCN1CCOCC1)c1nc2c(C)cccc2s1	?	.	0.2	68	0.8%	-6%	5%	-3%	-6%	-11%	-9%
Cc1cccc(NC(=O)Cn2nnc(-c3ccc(CN4CCCC4)cc3)n2)c1C	i	0.9	2.1	69	-1.3%	5%	2%	0%	0%	2%	-3%
Fc1cccc(Cl)c1Cn1nnc2c(NCc3ccccn3)ncnc21	i	0.5	-1.5	94	2.2%	4%	2%	-8%	-12%	11%	-3%
O=C(CSc1nnc(-c2cccnc2)n1Cc1ccco1)c1ccc2ccccc2c1	i	1.8	7.1	60	3.7%	13%	-1%	-16%	2%	12%	-3%
C=CCN1N=C(/C=C/c2ccc(OC)cc2)CCC1=O	i	0.7	-0.1	92	-3.6%	12%	-4%	3%	10%	4%	-6%
COCCNC(=O)CN(Cc1ccco1)C(=O)CCC(=O)Nc1nccs1	i	0.2	-1.2	48	1.8%	3%	4%	-6%	10%	3%	-6%
COc1ccc(CCNc2nc(C)nc3c2oc2ccccc23)cc1OC	i	1.2	4.2	35	-1.9%	14%	3%	-8%	5%	-22%	-9%
The results go on:
SMILES	Myeloid diff MLP	Myeloid diff MLP GFP+ MAC1+ %	NTR1 ag	NTR1 ag cell count 20 µM	HIV peptide binding	Rac1 GTP hydrolysis	Siah-1 displacement	Salmonella PhoP GFP	GPR35 arrestin U2OS	GPR55 LPI antagonism	LYP phosphatase
CCc1ccc(C(=O)COC(=O)c2n[nH]c3ccccc23)cc1	i	0.3	6.8	59	1.2%	7%	0%	9%	-2%	10%	13%
Cc1ccc(N(CC(=O)NC2CCCC2)C(=O)c2c(C)noc2C)cc1C	i	1.1	0.7	72	0.7%	8%	3%	21%	8%	12%	-3%
CN(C)Cc1ccccc1C(O)(c1ccccc1)c1ccccc1	i	0.1	3.8	59	-0.5%	-6%	-3%	7%	-4%	-10%	-4%
C=CCOc1ccc(/C=N/NC(=O)CN2CCOCC2)cc1OCC	i	0.5	1.9	50	-1.3%	.	9%	-7%	-14%	-14%	-1%
Cc1ccc(-c2ccc(C(=O)NCCCNC(=O)c3cnccn3)o2)cc1Cl	i	2.1	1.8	41	1.2%	0%	0%	2%	-4%	0%	-4%
COc1ccc(C(CNC(=O)C(=O)Nc2ccc3c(c2)OCO3)N2CCN(C)CC2)cc1 (centres undefined)	i	1.4	-0.4	75	.	7%	.	8%	.	.	.
CC(/C=C/c1ccc(N(C)C)cc1)=N\N=C(/N)SC1CC(=O)N(c2ccc(C(=O)O)cc2)C1=O (centres undefined)	+	3.7*	1.8	101	52%	21%	-23%	3%	8%	-1%	0%
COc1cccc(OCC(O)CN2CCN(C)CC2)c1 (centres undefined)	i	0.7	-0.1	85	0.2%	75µM*	2%	6%	-7%	8%	-7%
CCOC(=O)N1CCN(C(=O)CNC(=O)c2nn(-c3ccc(OC)c(Cl)c3)c(=O)c3ccccc23)CC1	i	0.7	0.8	39	-1.8%	1%	0%	-7%	-1%	10%	-3%
CC(NCc1ccc2c(c1)OCO2)c1ccccc1 (centres undefined)	i	0.8	2.4	56	0.8%	8%	-3%	1%	14%	6%	-9%
COc1cccc(N2CCN(C(=O)c3cc4ccc(OC)cc4[nH]3)CC2)c1	i	0.5	0.9	86	1.2%	3%	0%	.	4%	7%	6%
CCC(=O)N(C)CCc1cc2c(c(OC)c1/C=N/NC(=O)c1ccncc1)OCO2	i	0.7	-0.7	49	-0.5%	-4%	-2%	-3%	-12%	0%	-1%
CCOc1ccc(-c2noc(CCC(=O)O)n2)cc1	i	1.6	-1.6	40	-1.6%	9%	4%	-9%	2%	7%	-6%
Cc1ccc(-c2nn(-c3ccccn3)c(=O)c3ccccc23)cc1	i	0.2	1.1	37	0.5%	2%	-2%	4%	9%	2%	-4%
CC(=O)Nc1ccc(NC(=O)CCNS(=O)(=O)c2cccc3nsnc23)cc1	i	0.7	-0.4	46	0.5%	7%	13%	12%	-10%	2%	-8%
CC(C)(C)C(=O)Oc1cc(N)n(S(=O)(=O)c2ccc(F)cc2)n1	i	0.7	1.1	63	0.5%	4%	4%	9%	3%	-4%	2%
CC(C)CC(C(=O)NC1CCCC1)N(Cc1cccs1)C(=O)c1snc(C(N)=O)c1N (centres undefined)	i	1.5	-1.3	97	1.0%	1%	2%	1%	5%	6%	-3%
Cc1ccc(C(=O)Nc2ccc(O)cc2C(=O)O)cc1C	i	1.1	0.3	42	-1.5%	1%	-1%	-1%	8%	-5%	-8%
CCCc1nc(N2CCOCC2)c2sc(=S)n(-c3ccccc3)c2n1	.	.	.	.	-0.7%	.	3%	5%	16%	1%	-4%

Sorted by number of heavy atoms (high to low): some entries from above
SMILES	Myeloid diff MLP	Myeloid diff MLP GFP+ MAC1+ %	NTR1 ag	NTR1 ag cell count 20 µM	HIV peptide binding	Rac1 GTP hydrolysis	Siah-1 displacement	Salmonella PhoP GFP	GPR35 arrestin U2OS	GPR55 LPI antagonism	LYP phosphatase
CCOC(=O)N1CCN(C(=O)CNC(=O)c2nn(-c3ccc(OC)c(Cl)c3)c(=O)c3ccccc23)CC1	i	0.7	0.8	39	-1.8%	1%	0%	-7%	-1%	10%	-3%
CC(/C=C/c1ccc(N(C)C)cc1)=N\N=C(/N)SC1CC(=O)N(c2ccc(C(=O)O)cc2)C1=O (centres undefined)	+	3.7*	1.8	101	52%	21%	-23%	3%	8%	-1%	0%
CC(C)CC(C(=O)NC1CCCC1)N(Cc1cccs1)C(=O)c1snc(C(N)=O)c1N (centres undefined)	i	1.5	-1.3	97	1.0%	1%	2%	1%	5%	6%	-3%
CCC(=O)N(C)CCc1cc2c(c(OC)c1/C=N/NC(=O)c1ccncc1)OCO2	i	0.7	-0.7	49	-0.5%	-4%	-2%	-3%	-12%	0%	-1%
Cc1ccc(-c2ccc(C(=O)NCCCNC(=O)c3cnccn3)o2)cc1Cl	i	2.1	1.8	41	1.2%	0%	0%	2%	-4%	0%	-4%
COc1cccc(N2CCN(C(=O)c3cc4ccc(OC)cc4[nH]3)CC2)c1	i	0.5	0.9	86	1.2%	3%	0%	.	4%	7%	6%
CN(C)Cc1ccccc1C(O)(c1ccccc1)c1ccccc1	i	0.1	3.8	59	-0.5%	-6%	-3%	7%	-4%	-10%	-4%
CC(C)(C)C(=O)Oc1cc(N)n(S(=O)(=O)c2ccc(F)cc2)n1	i	0.7	1.1	63	0.5%	4%	4%	9%	3%	-4%	2%
CCOc1ccc(-c2noc(CCC(=O)O)n2)cc1	i	1.6	-1.6	40	-1.6%	9%	4%	-9%	2%	7%	-6%

High-throughput results (PubChem)
